Screening data: PubChem BioAssay, several laboratories
Platelet DG rel: platelet dense granule release activity; human platelet-rich plasma, SFLLRN dense granule ATP release, luminescence; inhibition, %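 (compounds screened at 7.5 µM in platelet-rich plasma)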; hit rate 0.22% among 300,000;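 active = mean replicate score, as percent of positive control, at or above 50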
TRPC6 act: activators of mouse TRPC6 channel; Q61143; HEK293-TRPC6 membrane potential dye fluorescence; stronger effect = higher value; B-score at 10 µM; hit rate 0.13% among 310,000;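 active = B-score of the integrated fluorescence ratio above library mean plus 3 SD, and starting fluorescence ratio within library mean plus 5 SD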;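 also: higher score means more depolarization so channel activation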
Target sequence (Q61143 whole entry, looked up): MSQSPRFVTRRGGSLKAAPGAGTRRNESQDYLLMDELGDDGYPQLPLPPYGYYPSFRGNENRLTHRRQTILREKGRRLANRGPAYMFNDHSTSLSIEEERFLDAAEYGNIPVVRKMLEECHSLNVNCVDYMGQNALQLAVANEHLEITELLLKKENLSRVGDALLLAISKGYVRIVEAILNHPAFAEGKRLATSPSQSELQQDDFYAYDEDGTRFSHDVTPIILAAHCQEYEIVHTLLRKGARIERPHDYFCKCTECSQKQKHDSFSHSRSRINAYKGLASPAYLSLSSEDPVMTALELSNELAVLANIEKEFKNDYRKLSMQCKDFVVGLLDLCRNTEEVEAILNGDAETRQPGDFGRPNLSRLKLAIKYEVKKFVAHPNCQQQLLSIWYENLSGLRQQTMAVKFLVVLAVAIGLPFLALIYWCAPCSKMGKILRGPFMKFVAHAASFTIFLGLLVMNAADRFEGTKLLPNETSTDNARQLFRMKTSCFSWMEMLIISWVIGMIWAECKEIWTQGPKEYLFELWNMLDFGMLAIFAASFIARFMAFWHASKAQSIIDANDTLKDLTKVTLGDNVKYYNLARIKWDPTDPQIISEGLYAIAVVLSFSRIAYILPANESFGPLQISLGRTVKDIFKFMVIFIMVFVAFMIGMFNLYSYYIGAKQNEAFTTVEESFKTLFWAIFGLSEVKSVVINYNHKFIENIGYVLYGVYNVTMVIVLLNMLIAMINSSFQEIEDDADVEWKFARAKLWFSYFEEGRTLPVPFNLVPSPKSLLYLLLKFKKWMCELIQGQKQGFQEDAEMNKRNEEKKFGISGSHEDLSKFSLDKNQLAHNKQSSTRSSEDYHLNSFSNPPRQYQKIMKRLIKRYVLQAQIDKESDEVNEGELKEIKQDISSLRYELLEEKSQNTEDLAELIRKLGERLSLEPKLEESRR
TRPC4 inh: blocks the mouse TRPC4 cation channel; AID 2247; B-score at 10 µM; hit rate 0.39% among 300,000; Q9QUQ5; HEK293 TRPC4beta/mu-opioid, DAMGO-evoked Fluo4 calcium flux; stronger effect = lower value;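 active = B-score over 3 SD under the library average, no early fluorescence shift, positive overall ratio signal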
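Material: HEK293 cells with stable TRPC4beta plus mu-opioid receptor expression / Probe or stimulus: DAMGO in two steps, submaximal then maximal / Compound: single concentration per test compound / Technique: kinetic Fluo4 fluorescence imaging of calcium influx / Read-out: per-well B score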
RGS4 inh: human RGS4 inhibition | P49798 | HEK293 M3R/RGS4 inducible, Fluo-4 calcium flux; stronger effect = higher value; triggered by carbachol at its EC20 | AID 463165 | B-score at 10 µM | hit rate 0.45% among 310,000;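 active = B-score, a plate-corrected calcium signal, over three deviations above library mean, with baseline fluorescence within five deviations of library mean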;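 also: RGS4 expression induced by doxycycline in cells with stable M3 receptor; B-score is computed from the integrated fluorescence ratio over baseline after carbachol; higher B-score means a larger calcium signal and so more RGS4 inhibition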
Target sequence (P49798 whole entry, looked up): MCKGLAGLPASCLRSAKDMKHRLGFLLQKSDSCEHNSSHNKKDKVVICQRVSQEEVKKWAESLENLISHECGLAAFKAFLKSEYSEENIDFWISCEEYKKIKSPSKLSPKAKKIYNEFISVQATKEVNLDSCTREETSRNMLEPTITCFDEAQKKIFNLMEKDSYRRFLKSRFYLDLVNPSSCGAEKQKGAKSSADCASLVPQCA
TRPC6 inh: inhibitors of mouse TRPC6 channel; Q61143; HEK293-TRPC6, membrane potential dye, ACh-evoked depolarization; stronger effect = lower value; B-score at 10 µM; hit rate 1.1% among 310,000;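 active = B-score under library mean minus 3 SD, initial fluorescence not abnormally high, positive integrated signal ratio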;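 also: B-score derived from integrated fluorescence ratio over the kinetic read; more negative B-score means stronger inhibition of depolarization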
MrgX1 PAM: allosterically activates human MrgX1 receptor signaling; Q96LB2; MrgX1-HEK293, Fluo-4 calcium flux, FDSS; stronger effect = higher value; B-score at 10 µM; hit rate 0.63% among 310,000; AID 588675;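 active = plate-corrected calcium response at least 3 library SD above typical, normal starting fluorescence, not activating the receptor alone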;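 also: compound read alongside a low EC10 to EC30 dose of BAM8-22 agonist; peak minus trough fluorescence over baseline measured at the second addition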
MrgX1 agonist: activates human MrgX1 receptor signaling; Q96LB2; MrgX1-HEK293 cells, Fluo-4 calcium fluorescence, agonist mode; stronger effect = higher value; B-score at 10 µM; hit rate 0.44% among 310,000;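 active = calcium response B-score plate-corrected fluorescence ratio at least 3 library SD, with starting fluorescence B-score inside 5 SD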
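Material: HEK293 cells stably expressing human MrgX1 receptor | Quantity: 15,000 cells per well | Times: Cells plated overnight, dye loaded 0.5 h 37 °C, 0.5 h room temperature | Measured by: Kinetic Fluo-4 NW fluorescence of intracellular calcium | Control set: Positive and negative controls per plate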
SKKanGAS inh: SKKanGAS growth inhibition; S. pyogenes SKKanGAS, kanamycin growth, BacTiter-Glo, 6 h; inhibition, % at 7.5 µM; hit rate 1.3% among 300,000;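 active = mean replicate score, as percent of positive control median, at least 50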;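 also: strain carries kanamycin resistance gene driven by streptokinase promoter and grows in 40 µg/ml kanamycin; loss of luminescence reflects streptokinase promoter inhibition or plain growth inhibition; 0% = median of DMSO wells and 100% = positive control at its reference dose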
RGS4 pot: potentiators or activators of RGS4; AID 463111; B-score at 10 µM; HEK293 M3R/inducible RGS4, carbachol calcium flux Fluo4; stronger effect = lower value; hit rate 0.92% among 310,000;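 active = B-score of the integrated calcium signal more than 4 SD below the library mean, with starting fluorescence not abnormally high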;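 also: negative B-score means reduced calcium response which marks RGS4 activation or potentiation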
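Assay system: HEK293 FlpIn-TREx cells, stable M3R, doxycycline-inducible RGS4 / Probe or stimulus: carbachol, ECmax concentration / Times: overnight RGS4 induction, 30 min dye load 37 °C, 20 min compound RT / Signal: kinetic calcium fluorescence imaging with Fluo4-AM dye, 2 µM / Measure: Agonist-evoked peak-minus-minimum fluorescence over baseline, integrated ratio, B score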
HIF activator: HIF pathway transcriptional activation. U2OS HRE-luciferase reporter, luminescence; normalized: DMSO 0%, desferrioxamine 100%. activation, % at 7.5 µM (by protocol). AID 1910. hit rate 0.32% among 300,000;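 active = mean activation of at least 10% of the iron chelator positive control signal, with at least half of replicates also reaching 10%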
MrgX1 antag: human MrgX1 receptor antagonism, primary screen | MRGX1-HEK293 calcium flux, Fluo-4, BAM8-22 antagonism; stronger effect = lower value | B-score at 10 µM | hit rate 1.3% among 310,000 | AID 588676;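 active = calcium-response B-score plate-corrected more than 3 library SD below zero, starting fluorescence within 5 deviations, no agonist response on first addition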;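 also: peak minus trough fluorescence over baseline after final BAM8-22 challenge near maximal dose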
Starred values were filed as active, the others as inactive; i = inactive; . = no result given.

SMILES	Platelet DG rel	TRPC6 act	TRPC4 inh	RGS4 inh	TRPC6 inh	MrgX1 PAM	MrgX1 agonist	SKKanGAS inh	RGS4 pot	HIF activator	MrgX1 antag
CCN(CC)CCNC(=O)c1ccc(-n2c(C)cc3c2CCCC3=O)cc1	9	i	i	i	i	i	i	-3	i	-0.2	i
CC1Cc2cc(S(=O)(=O)NCCC(=O)N(C)Cc3ccccc3)ccc2N1C(=O)C1CC1 (configuration not stated)	11	i	i	i	i	i	i	-6	i	0.0	i
CCc1ccccc1N1C(=O)C2C3C=CC(CC3)C2C1=O (configuration not stated)	17	i	i	i	i	i	i	0	i	0.7	i
O=C(c1cc(-c2ccc(Br)cc2)n[nH]1)N1CCN(C(=O)c2ccccc2Br)CC1	-2	i	i	i	i	i	i	1	i	-0.6	i
COc1ccc(S(=O)(=O)NC(C)C(=O)NCc2cccnc2)cc1C (configuration not stated)	-12	i	i	i	i	i	i	3	i	-0.2	i
COCCCNCCOCCOc1ccc(C)cc1Br	9	i	i	i	i	i	i	-3	i	-0.2	i
Cc1ccc(/C=C/C(=O)Nc2ccncc2)o1	-1	i	i	i	i	i	i	5	i	0.6	i
Cc1ccccc1OCC(=O)N(Cc1cccc(F)c1)C1CCS(=O)(=O)C1 (configuration not stated)	2	i	i	i	i	i	i	0	i	0.0	i
COc1ccc(CN(C)C(=O)c2[nH]c(C)c(C(C)=O)c2C)c(OC)c1OC	26	i	i	i	i	i	i	2	i	-0.2	i
COc1ccc(C2CC(c3ccccc3O)=NN2C(=O)c2ccccc2)cc1OC (configuration not stated)	4	i	i	i	i	i	i	1	i	-6.0	i
CCOc1ccc(NC(=O)C(C)O)c(NS(=O)(=O)c2ccc(CCNC(C)=O)cc2)c1 (configuration not stated)	-1	i	i	i	i	i	i	2	i	.	i
O=C(O)CCCC(=O)OCCCCc1cccs1	1	i	i	i	i	i	i	0	i	0.0	i
Cc1ccc(Cn2c(C)nc3ccc([N+](=O)[O-])cc3c2=O)cc1	-2	i	i	i	i	i	i	3	i	-1.6	i
Cc1cccc(OCC(=O)OC(C)CN2CCCCC2)c1 (configuration not stated)	-4	i	i	i	i	i	i	-1	i	-0.4	i
CCN(CCO)c1ccc(-n2c(N)c(C(=O)OC)c3nc4ccccc4nc32)cc1	0	i	i	i	i	i	i	15	i	-0.2	i
O=C(O)c1ccc2c(=O)n3cc(C(=O)c4ccccc4O)cc(Cl)c3nc2c1	-10	i	i	i	i	i	i	11	i	-0.6	i
Cc1c(Cl)cccc1NC(=O)c1ccco1	6	i	i	i	i	i	i	-5	i	0.8	i
COc1cc(C(=O)NC(=S)Nc2ccccc2N2CCOCC2)cc(OC)c1OC	12	i	i	i	i	i	i	-10	i	0.0	i
CS(=O)(=O)N1CCN(c2ccccc2F)CC1	5	i	i	i	i	i	i	4	i	0.0	i
Cc1c(Cc2ccccc2)c(=O)oc2c(O)c(O)ccc12	10	i	i	i	i	.	.	-9	i	0.1	.
CCN(CC)CCn1c(=S)[nH]c2cc(C(=O)NCc3ccccc3Cl)ccc2c1=O	-9	i	i	i	i	i	i	2	i	0.3	i
COc1ccc(/C=C/C(=O)NCCSCc2ccco2)cc1OC	-3	i	i	i	i	i	i	3	i	57*	i
COc1ccc(CN2CCNC(=O)C2CC(=O)NCCc2cnccn2)cc1C (configuration not stated)	-3	i	i	i	i	.	.	1	i	0.3	.
COc1ccc(/C=C(\NC(=O)c2ccc(OC)c(OC)c2)C(=O)N2CCN(C)CC2)cc1	-1	i	i	i	i	i	i	-5	i	0.7	i
CC1C(C#N)=C(N)OC2=C1C(=O)CC(c1ccccc1)C2 (configuration not stated)	-13	i	i	i	i	i	i	-11	i	-0.8	i

More records.
SMILES	Platelet DG rel	TRPC6 act	TRPC4 inh	RGS4 inh	TRPC6 inh	MrgX1 PAM	MrgX1 agonist	SKKanGAS inh	RGS4 pot	HIF activator	MrgX1 antag
COC(=O)c1ccccc1NC(=O)CNC(=O)c1ccc(OC)cc1	-5	i	i	i	i	i	i	-20	i	-0.5	i
CCC(C)NC(=O)C1(O)c2cc(Br)ccc2NC(=O)N1c1cccc(OC)c1 (configuration not stated)	13	i	i	i	i	i	i	9	i	0.5	i
COc1ccc(S(=O)(=O)Nc2ccc(N3CCOCC3)nc2)cc1	4	i	i	i	-5*	i	i	0	i	-0.6	i
CC1CCCC/C1=N\Nc1ccc(S(N)(=O)=O)cc1[N+](=O)[O-] (configuration not stated)	-44	i	i	i	i	i	i	-12	i	-0.5	i
Cc1ccc(C(=O)NC(=S)Nc2ccc(-c3ccc(CO)o3)cc2)cc1	-5	i	i	i	i	i	i	61*	i	4.2	i
Cc1c(Cl)cccc1NC(=O)Nn1cnnc1	-20	i	i	i	i	i	i	-13	i	-0.5	i
Cc1ccc(S(=O)(=O)/N=C(\Nc2cc(C)on2)c2ccc(Cl)cc2)cc1	-13	i	i	i	i	i	i	2	i	1.0	i
CCCCC(=O)Nc1ccc2c(c1)OCCO2	-4	i	i	i	i	i	i	-2	i	2.5	i
CCOc1ccc2nc(C)cc(Nc3cccc([N+](=O)[O-])c3)c2c1	2	i	i	i	i	i	i	2	i	-2.8	i
O=C(Nc1nnc(C(F)(F)F)s1)C1COc2ccccc2O1 (configuration not stated)	1	i	i	i	i	i	i	10	i	1.2	i
CC(C)(C)N=Cc1cc(-c2ccccc2)sc1O	0	i	i	i	i	i	i	-1	i	6.0	i
CCn1c(SCC(=O)N/N=C/c2ccc(C)o2)nnc1-c1ccc(C(C)(C)C)cc1	-4	i	i	i	i	i	i	8	i	-0.4	i
O=C(O)C1C2C=CC(C2)C1C(=O)NCCCc1ccccc1 (configuration not stated)	-9	i	i	i	i	i	i	6	i	-0.9	i
CC(=O)N1[C@H](Cc2ccccc2)C=C[C@]1(C)C(=O)NCc1ccc(C)o1	1	i	i	i	i	i	i	0	i	-2.0	i
CCOc1ccc(C(=O)CCN2CCCCCC2)cc1	1	i	i	11*	i	i	i	-2	i	-0.7	i
Cc1ccnc(N/N=C/c2ccccc2)n1	-13	i	i	i	i	i	i	-7	i	0.5	i
COc1cc(C(=O)NCC(=O)OCC(=O)Nc2nnc(-c3ccccc3)o2)cc(OC)c1OC	-2	i	i	i	i	i	i	0	i	0.6	i
CCc1cc(/C(Cc2ccc3ccccc3n2)=N\O)c(O)cc1O	-3	i	i	i	i	i	i	-10	i	0.8	i
COc1cc(-c2cc(-c3ccc(N)cc3)[nH]c(=O)c2C#N)cc(OC)c1OC	0	i	i	i	i	i	i	5	-8*	0.2	i
CCCCc1cc(=O)oc2cc(OS(C)(=O)=O)ccc12	8	i	i	i	i	i	i	-4	i	-0.1	i
Cc1ccc(C(C(=O)NC2CCCC2)N2CCCC(C)C2)cc1 (configuration not stated)	-8	i	i	i	i	i	i	2	i	-0.5	i
Cc1ccc(C2C(C#N)=C(N)Oc3c2c(=O)n(C)c(=O)n3C)cc1 (configuration not stated)	-1	i	i	i	i	i	i	12	i	-6.7	i
O=C(c1ccc(Cl)cc1)c1ccc(OCC(O)CN2CCOCC2)cc1 (configuration not stated)	-5	i	i	i	i	i	i	0	i	-0.3	i
CCOC(=O)c1cc(NC(=O)NC2CCCCC2)c(C)nc1C	-18	i	i	i	i	i	i	-1	i	-0.3	i
Cc1ccc2nc(-c3ccc(NC(=O)CN4C(=O)c5ccccc5C4=O)cc3)sc2c1	-2	i	i	i	i	i	i	4	i	2.8	i

A section from the list above, for reference:
SMILES	Platelet DG rel	TRPC6 act	TRPC4 inh	RGS4 inh	TRPC6 inh	MrgX1 PAM	MrgX1 agonist	SKKanGAS inh	RGS4 pot	HIF activator	MrgX1 antag
CCOC(=O)c1cc(NC(=O)NC2CCCCC2)c(C)nc1C	-18	i	i	i	i	i	i	-1	i	-0.3	i
Cc1ccc2nc(-c3ccc(NC(=O)CN4C(=O)c5ccccc5C4=O)cc3)sc2c1	-2	i	i	i	i	i	i	4	i	2.8	i

(more compounds)
SMILES	Platelet DG rel	TRPC6 act	TRPC4 inh	RGS4 inh	TRPC6 inh	MrgX1 PAM	MrgX1 agonist	SKKanGAS inh	RGS4 pot	HIF activator	MrgX1 antag
O=C(CCc1nnc(CCCc2ccccc2)o1)NC(C1CC1)C1CC1	-1	i	i	i	i	i	i	-4	i	1.5	i
O=C(Cn1cnc2c(nnn2Cc2ccc(Cl)cc2)c1=O)N1CCCc2ccccc21	3	i	i	i	i	i	i	-5	i	0.3	i
C=CCn1c(SCC(=O)Nc2c(C)cccc2C)nnc1-c1cnccn1	16	i	i	i	i	i	i	1	i	-0.9	i
Cc1csc2c(N3CCN(C(=S)Nc4ccc(F)cc4F)CC3)ncnc12	-3	i	i	i	i	i	i	-7	i	0.1	i
CCOC(=O)N1CCN(C(=O)C(NC(=O)c2ccco2)C(C)C)CC1 (configuration not stated)	5	i	i	i	i	i	i	3	i	1.1	i
CCn1c(COc2ccc(=O)n(-c3ccccc3)n2)nnc1SCC(=O)OC	-1	i	i	i	i	i	i	0	i	-0.4	i
CSc1nc(NC(C)(C)C)nc(Oc2ccc(=O)n(C)n2)n1	0	i	i	i	i	i	i	14	i	0.0	i
Cc1ccc(S(=O)(=O)c2nc(-c3ccccc3)oc2NCc2cccnc2)cc1	-3	i	i	i	i	i	i	-6	i	0.2	i
O=C1C=C(c2ccccc2)C(O)(c2ccccc2)C1 (configuration not stated)	-9	i	i	i	i	i	i	-3	i	0.1	i
Cc1cccc(/C=N/n2c(-c3ccncc3)n[nH]c2=S)c1	-37	i	i	i	i	i	i	-4	i	-38	i
Cc1cccc(S(=O)(=O)N2CN(CC3CCCO3)c3nc4ccccc4nc32)c1 (configuration not stated)	-1	i	i	i	i	i	i	19	i	0.3	i
COc1ccc(CNC(=O)CCSCc2ccccc2C)cc1	-3	i	i	i	i	i	i	-8	i	-0.5	i
Nc1ccc(S(=O)(=O)N2CCCC2C(=O)O)cc1 (configuration not stated)	0	i	i	i	i	i	i	0	i	-0.3	i
CC1CCCC(NC(=S)NC(=O)c2ccccc2Br)C1C (configuration not stated)	-1	i	i	i	i	i	i	20	i	-0.5	i
C=CCc1cc(Cl)ccc1OCCNCCCOC	-7	i	i	i	i	i	i	1	i	-0.5	i
O=C(CCn1c(=O)[nH]c2ccccc2c1=O)N1CC=C(c2ccccc2)CC1	-2	i	i	i	i	i	i	13	i	-0.4	i
